# SMARCA2 act: activators of SMARCA2 function; MG213 cells, MMTV-luciferase reporter, dexamethasone, overnight; activation, % at 9.1 µM; 370,000 tested, 1% active; AID 652017; in the data active = activation above about 7.8%;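 also: 0% = vehicle wells and 100% = reference activator wells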
# DAX1 inh-1: inhibitors of DAX1 repression of SF-1 activated StAR promoter | HEK293T StAR-luciferase reporter, SF-1/DAX-1 repression relief | inhibition, % at 6.8 µM | 370,000 tested, 1.1% active | AID 652010;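 active = inhibition above the mean over all tested compounds plus 3 SD, cut at about 3.6% in these data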;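 also: 0% = DAX-1 cells with DMSO and 100% = cells lacking DAX-1 with DMSO; higher inhibition means more luminescence from relief of DAX-1 repression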
# ssDAF12 agonist: S. stercoralis DAF-12 activation, primary screen | HEK293 ssDAF-12/GRIP1 lit1-tk-luc reporter, luminescence; % of 3 µM dafachronic acid response | activation, % at 6.8 µM | 370,000 tested, 1% active;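 active = activation above the mean over all tested compounds plus 3 SD, cut at about 0.9% in these data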;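 also: 0% = DMSO-only wells and 100% = 3 µM delta7-dafachronic acid wells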
# hgDAF-12 ag: hgDAF-12 agonism, primary luciferase screen; HEK293 GAL4-hgDAF12 UAS-luciferase reporter, agonist luminescence; normalized to butyrate control; activation, % at 6.8 µM; 370,000 tested, 1.8% active;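 active = activation above a cutoff set at the mean of all screened compounds plus 3 SD, cut at about 10% in these data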;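 also: 0% = DMSO wells and 100% = sodium butyrate wells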
# DAX1 inh-2: inhibits human nuclear receptor DAX1; P51843; HEK293 Gal4-DAX1 luciferase reporter, luminescence; inhibition, % at 6.75 µM; 340,000 tested, 0.99% active; AID 504766;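 active = inhibition above the mean over all tested compounds plus 3 SD, cut at about 4.2% in these data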;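 also: 0% = DAX1-transfected cells with DMSO and 100% = empty-vector control cells with DMSO; inhibition shows as a rise in luminescence from relieved DAX1 repression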
# Target sequence (P51843 207-470 limits assumed): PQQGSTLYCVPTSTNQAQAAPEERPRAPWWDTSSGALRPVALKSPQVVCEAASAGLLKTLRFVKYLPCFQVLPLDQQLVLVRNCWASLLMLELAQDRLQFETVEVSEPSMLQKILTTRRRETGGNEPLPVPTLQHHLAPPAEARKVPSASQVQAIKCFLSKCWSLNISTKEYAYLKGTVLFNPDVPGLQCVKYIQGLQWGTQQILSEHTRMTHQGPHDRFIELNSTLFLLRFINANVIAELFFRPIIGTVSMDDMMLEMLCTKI
# FXN GAA850 act: increases GAA850 frataxin promoter reporter activity; HEK293 lucGAA850 FXN promoter luciferase reporter, 24 h; percent of 10 µM SAHA response; activation, % at 6 µM; 360,000 tested, 0.56% active; AID 540364;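 active = activation above the average of all compounds screened plus 3 SD, cutoff fixed separately per campaign, cut at about 7.5% in these data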;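 also: 0% = DMSO wells and 100% = 10 µM SAHA wells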
# PLCb3 inh: blocks human PLC-beta3 enzyme activity; 370,000 tested, 0.18% active; Purified PLC-beta3, fluorogenic substrate, fluorescence; inhibition, % at 12.2 µM; in the data active = inhibition above about 11%;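 also: 0% = median of compound wells on plate and 100% = full blocker control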
# PG9 Ab binder: binds the HIV-1 gp120 antibody PG9. TR-FRET gp120-PG9 antibody binding. 360,000 tested, 0.43% active. inhibition, % at 6.7 µM; in the data active = inhibition above about 8.5%
# HGIII-sPLA2 inh: Inhibits HGIII-sPLA2 liposome hydrolysis, primary screen; QFRET BODIPY PC-A2 liposome hydrolysis, fluorescence; AID 743126; 370,000 tested, 0.56% active; inhibition, % at 12.2 µM;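 active = inhibition above mean plus 3 SD of compounds lying within the high and low control bounds, cut at about 19% in these data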;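 also: 0% = median of test compound wells and 100% = no enzyme DMSO wells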
# NR1D1 modulator: modulators of human Rev-erb alpha DNA binding. 370,000 tested, 0.79% active. P20393. activity, % at 10 µM. Rev-erbα–FITC-DNA binding, fluorescence polarization, 90 min;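 active = activity above about 14%, limit read from the data; passing the limit was not always enough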;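 also: 0% = DMSO wells with 35 nM protein and 100% = DMSO wells with 750 nM protein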
# Target sequence (P20393 whole entry, looked up): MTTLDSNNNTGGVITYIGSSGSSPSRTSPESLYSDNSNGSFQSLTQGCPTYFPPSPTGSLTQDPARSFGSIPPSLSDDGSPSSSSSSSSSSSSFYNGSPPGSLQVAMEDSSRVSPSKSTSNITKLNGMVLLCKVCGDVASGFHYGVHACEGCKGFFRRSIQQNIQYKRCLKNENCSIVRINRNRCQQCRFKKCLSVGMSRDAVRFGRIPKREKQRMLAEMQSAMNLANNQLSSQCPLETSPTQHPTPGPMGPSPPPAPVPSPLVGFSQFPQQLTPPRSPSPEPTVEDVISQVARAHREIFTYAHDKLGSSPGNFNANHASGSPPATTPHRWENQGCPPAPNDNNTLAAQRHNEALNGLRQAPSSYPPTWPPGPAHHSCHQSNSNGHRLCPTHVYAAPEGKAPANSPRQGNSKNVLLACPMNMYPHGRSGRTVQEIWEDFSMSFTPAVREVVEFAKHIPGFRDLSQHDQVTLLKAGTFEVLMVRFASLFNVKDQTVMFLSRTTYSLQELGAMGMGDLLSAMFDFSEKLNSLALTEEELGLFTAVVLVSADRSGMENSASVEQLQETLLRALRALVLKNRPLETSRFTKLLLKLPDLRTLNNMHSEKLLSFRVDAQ
# hcDAF-12 act: H. contortus DAF-12 activation, primary screen | HEK293 hcDAF-12 lit1-tk-luc reporter, luminescence; 0% DMSO, 100% Δ7-dafachronic acid | activation, % at 6.8 µM | 370,000 tested, 1.4% active | AID 652067;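 active = activation above the mean of all tested compounds plus 3 SD, cut at about 5.5% in these data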;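 also: 100% = response to 3 µM Δ7-dafachronic acid high control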
# * hit, by the source's call; · = not tested or not shown.
SMILES,SMARCA2 act,DAX1 inh-1,ssDAF12 agonist,hgDAF-12 ag,DAX1 inh-2,FXN GAA850 act,PLCb3 inh,PG9 Ab binder,HGIII-sPLA2 inh,NR1D1 modulator,hcDAF-12 act
Cc1ccc(C(=O)Nc2ccc3c(c2)OCO3)cc1S(=O)(=O)N1CCOCC1,1,0.0,0.6,4.0,2.5,3.5,-7,-1.9,4,-2,2.5
CCOC(=O)c1ccc(Nc2cc(C)nc3ncnn23)cc1,-1,0.1,-1.5,-0.7,-0.5,-0.3,-13,0.8,4,3,-1.0
CCc1nn(CC(=O)NCCC(C)C)c(=O)c2cc3c(OC)cccc3n12,0,0.2,-1.3,1.3,0.1,1.1,-28,0.8,-4,-5,0.5
O=C(CC(C(=O)O)c1ccccc1)c1cccs1 (centres undefined),6,-0.4,-1.2,-1.8,-0.8,-1.0,-6,-2.0,0,-2,-0.4
CC(C)c1ccc(NC(=O)c2snc3ccc(Cl)cc23)cc1,4,3.8*,2.7*,20*,2.8,4.9,-1,0.8,5,-3,11*
CC1CCc2c(sc(NC(=O)C3c4ccccc4Oc4ccccc43)c2C(N)=O)C1 (centres undefined),1,0.1,0.3,-1.0,-0.4,2.3,0,-0.6,-1,-7,1.6
O=C(c1ccc(NC(=S)NCc2ccco2)cc1)N1CCOCC1,3,0.0,-1.6,-0.3,3.1,-1.0,-2,0.3,2,1,0.4
CC(=O)Cc1nsc(Nc2ccc(C)cc2)n1,5,4.2*,0.8,12*,2.6,0.2,-3,0.6,-21,1,4.6
Cc1ccc(S(=O)(=O)Nc2cccc(C(=O)NCCCn3ccnc3)c2)cc1F,2,-0.9,-0.8,-1.6,0.7,-1.2,-1,-1.0,-3,6,0.3
COc1ccccc1NS(=O)(=O)c1cc(NC(=O)/C=C/c2cccs2)ccc1N1CCOCC1,18*,0.8,-1.2,4.6,0.2,9.9*,-4,-1.0,3,-1,0.2
COc1ccc(CNC2C[C@H]3CCCC(=O)N4CC[C@@H](C2)[C@@H]34)cc1 (some centres undefined),-1,2.3,-1.2,0.5,-0.1,0.6,0,-0.4,8,5,0.8
COCC(=O)N(C)[C@H]1C[C@H]2c3[nH]c4c(-c5ccccc5)cccc4c3CCN2C(=O)[C@H]1[C@H](C)O,0,-0.5,-0.7,4.0,·,·,-85,-1.1,-17,-2,-1.7
COc1ccc(S(=O)(=O)Cc2ccc(C(=O)N3CCOCC3)o2)cc1,-2,-0.1,-0.6,-2.0,2.3,-0.7,-4,0.8,0,-2,-0.8
COCCCNC(=O)CCCn1c(=O)c2ccccc2n(CC(=O)Nc2c(C)cccc2C)c1=O,1,0.2,-1.0,2.1,0.2,-0.3,0,-0.5,5,0,-2.7
COc1cc(C)c(C(C)C)cc1S(=O)(=O)N1CCOCC1,-1,-1.0,-1.3,-2.6,0.3,2.3,-3,-0.1,5,-1,-1.3
CC(C)NC(=O)COC(=O)CNC(=O)c1cc(Cl)cc([N+](=O)[O-])c1,0,0.2,0.2,0.8,0.8,2.4,2,-2.3,-1,-4,-1.2
O=C(COC(=O)Cc1ccc(S(=O)(=O)N2CCOCC2)s1)Nc1ccccc1,8.1*,-2.2,0.0,0.1,-0.2,-1.3,-4,-1.8,-49,-2,0.2
COc1ccccc1N1C(=O)C2CC(C)=C(C)CC2C1=O (centres undefined),1,1.6,-0.2,1.5,0.2,0.8,-1,1.2,3,6,2.1
COc1cc(OC)cc(C(=O)NC(=S)N(Cc2ccccc2)C(C)C)c1,-2,0.3,-1.3,-3.2,-0.2,0.0,-4,1.3,6,-2,0.7
CCC[C@H]1[C@@H](OC(=O)NCCc2c[nH]c3ccccc23)CC[C@@]23CCCN2C(=O)CCC[C@@H]13,·,·,-0.9,-0.6,·,·,1,·,-89,0,1.4
COc1cccc(C(=O)NC2CCCc3ccccc32)c1OC (centres undefined),1,-0.1,-1.4,0.5,-0.9,0.1,-1,-3.6,-1,-3,-1.2
O=C(O)c1ccc(Br)cn1,5,-0.1,-0.9,-2.0,0.2,0.1,1,-1.6,0,4,-1.9
CC(=O)NC1(c2cccc(F)c2)CCN(CC(=O)NC2CCCCC2)CC1,-3,-0.5,-0.3,0.9,1.1,-1.4,9,-0.7,10,2,-0.7
COC(=O)CC1(c2ccccc2)C(=O)c2ccccc2C1=O,-1,0.0,-1.2,-1.7,0.6,-0.7,4,0.6,1,0,-1.6
COc1ccc(C(=O)c2c3ccc(C(F)(F)F)cc3[n+]([O-])n2CCCN)cc1,3,-0.2,-0.4,4.5,1.3,3.4,-15,2.4,18,-7,0.5
CC(Sc1nnnn1C)C(=O)Nc1ccccc1 (centres undefined),1,-0.4,-1.1,1.0,0.0,-0.6,3,-1.7,-3,-4,1.0
Cn1c(-n2c(CCCN3C(=O)c4ccccc4C3=O)nc3ccccc3c2=O)nc2ccccc21,-1,0.3,-1.0,1.0,0.2,1.3,2,-0.2,1,6,1.0
CCN(CC(=O)Nc1ccccc1OC)C(=O)C1CCC1,-2,0.1,-0.8,-0.9,-0.2,1.6,-5,0.3,8,3,0.6
O=C(c1cc(COc2c(F)cccc2F)on1)N1CCN(C2CCCCC2)CC1,4,1.5,-1.6,-1.0,-0.6,0.9,-9,-1.9,0,-3,0.7
Cn1cccc1CNC(=O)Nc1ccccc1,5,1.2,-1.4,4.7,2.0,5.6,-17,0.8,-8,-5,0.0
CN(CC(=O)Nc1c(Cl)cccc1Cl)C(=O)c1n[nH]c2ccccc12,-4,-0.9,-0.9,0.3,0.4,-1.2,-10,-0.4,8,2,-0.7
N#Cc1nccc2ccc(OCc3ccc(Br)cc3)cc12,2,-1.1,-0.4,1.3,-0.7,0.2,1,-0.6,3,-12,-1.4
O=S(=O)(Nc1cc(Sc2ncn[nH]2)c(O)c2ccccc12)c1ccccc1,-12,-4.8,-3.4,-19,·,-15,-5,-4.2,-13,-4,-5.5
CCOc1ccccc1NC(=O)C1CCCN1C(=O)OCc1ccccc1 (centres undefined),0,-0.4,-1.1,-1.6,0.1,-2.0,-3,-1.2,-1,3,-1.6
COc1ccc(-c2nc(C)sc2CC(=O)O)cc1,0,-0.7,-0.7,1.4,0.5,0.3,-7,-0.2,7,0,0.6
Cc1ccc(COC(=O)CN2C(=O)NC3(CCCC3)C2=O)cc1,-1,0.2,-1.5,1.9,0.1,-0.7,-6,0.8,0,6,0.8
COc1ccccc1OCC(=O)NNC(=O)c1cccs1,1,-0.2,-0.5,0.8,0.3,1.6,2,-0.5,3,1,-1.9
Cc1ccc(CN(C)C(=O)c2cccc(S(=O)(=O)N3CCCC3)c2)o1,-5,0.1,-0.8,2.1,0.2,1.4,0,0.5,-4,5,-1.3
Cc1cc(NC(=O)C2CC=CCC2C(=O)O)no1 (centres undefined),-3,0.3,-0.7,0.1,0.3,-0.4,-1,1.5,3,7,0.2
Cc1ccc(NS(=O)(=O)c2ccc(Cl)c(NC(=S)NC(=O)C3CCCCC3)c2)cc1Cl,-5,-0.5,-1.9,-1.7,-1.1,2.8,-1,-0.2,-68,2,-2.2
CCOC(=O)[C@H]1[C@H]2COc3ccc(C)cc3[C@@H]2N2C(=O)CN(Cc3ccc(C)cc3)C(=O)[C@@]12C,0,0.2,-1.1,-1.6,0.6,-3.1,-1,-0.4,-5,1,-0.1
CC(=O)Nc1ccc(S(=O)(=O)N2CCN(c3ccc([N+](=O)[O-])c(NCCN4CCOCC4)c3)CC2)cc1,-2,-1.3,-1.7,-3.2,-1.0,1.3,5,2.1,-6,9,0.0
O=C(CCS(=O)(=O)c1ccc(Br)cc1)N1CCN(c2ccccc2F)CC1,0,-1.0,-1.0,4.3,-1.1,0.2,1,-1.4,1,3,-1.1
COc1cccc2c3cccc(OC)c3c3[nH]cnc3c12,-1,-0.8,-1.0,5.4,0.3,0.7,-50,-2.1,-28,4,2.6
CCOC(=O)C1=C(C)N(Cc2ccccc2)C(=O)NC1c1ccc(OC)cc1 (centres undefined),-2,-0.5,-1.4,0.1,-0.5,-0.8,0,0.7,-5,9,-2.0
COc1ccc(Cc2nnc(NC(=O)c3cccc(C)c3)s2)cc1,0,-0.5,-1.3,2.2,-0.3,0.3,3,4.5,-3,-1,-1.0
COc1ccc(CN(C)C(=O)Cn2cnc3c(OCc4ccccc4)ncnc32)cc1OC,-2,-1.0,-1.0,-0.1,-1.7,-3.0,1,1.9,-2,0,-1.1
Cc1cccc(C2c3[nH]c4ccccc4c3CCN2C(=O)c2cc3c([nH]c2=O)CCCC3)n1 (centres undefined),-1,0.2,0.8,1.1,-1.2,1.5,0,-1.1,-3,-2,2.3
C/C(=N\NC(=O)COc1ccc(C)cc1C(C)C)c1cc2ccccc2o1,1,0.8,-1.6,5.8,0.4,1.7,0,0.0,-1,2,-0.8
Cc1[nH]c2ccccc2c1C(=O)CSC(=S)N(C)C1CCCCC1,-4,-0.1,-1.0,-2.3,1.8,-0.5,-4,-0.4,13,-3,-3.6

# (continued)
SMILES,SMARCA2 act,DAX1 inh-1,ssDAF12 agonist,hgDAF-12 ag,DAX1 inh-2,FXN GAA850 act,PLCb3 inh,PG9 Ab binder,HGIII-sPLA2 inh,NR1D1 modulator,hcDAF-12 act
OCCOCCNc1ncnc2c1cnn2-c1ccc(Cl)cc1,6,4.5*,0.1,15*,3.3,1.1,2,-0.4,12,-3,5.0
CC12CCC(C(=O)NCc3ccc4c(c3)OCO4)(CC1=O)C2(C)C (centres undefined),-1,0.4,-1.2,-1.5,-0.1,1.0,8,0.1,5,5,-0.1
CCOC(=O)Nc1ccc(N2CCOCC2)c(S(=O)(=O)Nc2ccc(Cl)cc2)c1,-2,-1.8,-1.9,-2.2,·,1.2,-1,0.5,-25,-2,-1.4
COc1ccc(Br)cc1C1SCCN1S(C)(=O)=O (centres undefined),1,-0.3,-1.2,-1.2,0.1,1.6,-1,0.6,9,7,-1.4

# 3 of the compounds above, with each value named.
Cn1c(-n2c(CCCN3C(=O)c4ccccc4C3=O)nc3ccccc3c2=O)nc2ccccc21
  SMARCA2 act: -1	DAX1 inh-1: 0.3	ssDAF12 agonist: -1.0	hgDAF-12 ag: 1.0	DAX1 inh-2: 0.2	FXN GAA850 act: 1.3	PLCb3 inh: 2	PG9 Ab binder: -0.2	HGIII-sPLA2 inh: 1	NR1D1 modulator: 6	hcDAF-12 act: 1.0

Cc1ccc(NS(=O)(=O)c2ccc(Cl)c(NC(=S)NC(=O)C3CCCCC3)c2)cc1Cl
  SMARCA2 act: -5	DAX1 inh-1: -0.5	ssDAF12 agonist: -1.9	hgDAF-12 ag: -1.7	DAX1 inh-2: -1.1	FXN GAA850 act: 2.8	PLCb3 inh: -1	PG9 Ab binder: -0.2	HGIII-sPLA2 inh: -68	NR1D1 modulator: 2	hcDAF-12 act: -2.2

O=C(c1cc(COc2c(F)cccc2F)on1)N1CCN(C2CCCCC2)CC1
  SMARCA2 act: 4	DAX1 inh-1: 1.5	ssDAF12 agonist: -1.6	hgDAF-12 ag: -1.0	DAX1 inh-2: -0.6	FXN GAA850 act: 0.9	PLCb3 inh: -9	PG9 Ab binder: -1.9	HGIII-sPLA2 inh: 0	NR1D1 modulator: -3	hcDAF-12 act: 0.7
